# OXTR agonist = human OXTR agonists, primary screen, fluorescence, CHO-OTR cells, Fluo-8 calcium; Oxytocin receptor (Homo sapiens), P30559; Fluo-8 calcium fluorescence; normalized: DMSO 0%, oxytocin 100%; activation, % at 3 µM; 320,000 tested, 0.32% active; AID 2435, 2010;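 active = activation above the mean of all tested compounds plus 3 SD, cutoff set per screening run, cut at about 20% in these data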;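 note: peak over basal fluorescence ratio from a 100 s FLIPR kinetic read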
# MEKK2mut PB1 HTS = MEK5 binding signal on mutant MEKK2 PB1, primary screen, biochemical, multiplex bead flow cytometry, Alexa488-MEK5; percent response, % at 10 µM; 290,000 tested, 0.35% active; AID 1530, 2009; Alexa488-MEK5 binding to MEKK2 mutant; in the data active = percent response above about 24%, passing the limit was not always enough; note: inactives centre near 1; some results filed as inactive read as strong as hits; reference of the scale not given here
# NALP1 inh = NALP1 inflammasome inhibitors in reconstituted yeast, colorimetric, S. cerevisiae, triplicate retest | inhibition, % at 10 µM | S. cerevisiae NALP1/ASC/caspase-1 growth, X-gal OD620, 72 h | AID 2071, 2009 | 280,000 tested, 0.61% active; in the data active = inhibition mostly above about 24%, no sharp cut-off; inactive = mostly below about 32%; note: some compounds called inactive have numbers as strong as hits
# GalR3 antagonist = GalR3 antagonists in HEK293 cells, primary screen, cell-based, fluorescence readout | AID 651719, 2012 | inhibition, % at 3 µM | 360,000 tested, 0.44% active | HEK293 GalR3-CNG cAMP membrane potential fluorescence; galR3 body fused to GalR1 C-terminus | Galanin receptor type 3 (Homo sapiens), O60755;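 active = inhibition above the screen-wide average plus 3 SD, cut at about 13% in these data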;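 note: forskolin and galanin both at EC90 stimulate the cells; cAMP rise reported by CNG channel membrane potential dye signal; 0% = forskolin plus galanin with DMSO and 100% = forskolin alone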
# MEKK3 PB1 HTS = modulators of MEKK3-MEK5 PB1 binding, primary screen, biochemical, wildtype MEKK3, multiplex bead flow cytometry, Alexa488-MEK5; bead-based flow cytometry, Alexa488-MEK5 binding to MEKK3; actives lie on both sides; 0 = blocked by unlabeled MEK5, 100 = vehicle; Mitogen-activated protein kinase kinase kinase 3 (Homo sapiens), Q99759; 290,000 tested, 1.4% active; AID 1529, 2009; binding response (% of control), % at 10 µM;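 active = binding response more than 3 SD above or below the average of its plate-row segment, actives on both sides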;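 note: Alexa488 bead fluorescence after subtracting the streptavidin-only scavenger bead signal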
# Target sequence (Q99759 whole entry, looked up): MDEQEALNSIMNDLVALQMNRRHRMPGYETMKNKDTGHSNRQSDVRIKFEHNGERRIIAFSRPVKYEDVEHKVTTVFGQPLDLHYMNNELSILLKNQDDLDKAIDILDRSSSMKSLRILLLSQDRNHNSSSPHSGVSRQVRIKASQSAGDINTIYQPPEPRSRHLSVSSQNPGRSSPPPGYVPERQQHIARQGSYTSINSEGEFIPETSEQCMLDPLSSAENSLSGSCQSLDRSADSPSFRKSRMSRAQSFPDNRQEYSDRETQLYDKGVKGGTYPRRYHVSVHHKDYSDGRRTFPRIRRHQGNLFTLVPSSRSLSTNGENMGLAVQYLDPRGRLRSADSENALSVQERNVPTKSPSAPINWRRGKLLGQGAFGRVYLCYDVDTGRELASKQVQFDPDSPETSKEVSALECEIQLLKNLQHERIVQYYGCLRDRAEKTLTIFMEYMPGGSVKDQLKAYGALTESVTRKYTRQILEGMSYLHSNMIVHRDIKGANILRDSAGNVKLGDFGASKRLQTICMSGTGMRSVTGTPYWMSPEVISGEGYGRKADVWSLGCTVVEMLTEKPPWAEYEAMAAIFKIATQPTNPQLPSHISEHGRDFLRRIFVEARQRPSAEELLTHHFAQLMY
# PHOSPHO1 block = PubChem AID 1565 | Phosphoethanolamine/phosphocholine phosphatase (Homo sapiens), Q8TCT1 | 290,000 tested, 1.1% active | recombinant PHOSPHO1, absorbance phosphatase assay | inhibition, % at 13.3 µM; in the data active = inhibition above about 60%
# GPR7 antag = GPR7 receptor antagonists, primary screen, cell-based, fluorescence, single concentration | Neuropeptides B/W receptor type 1 (Homo sapiens), P48145 | AID 1861, 2009 | GPR7-expressing cells, fluorescence antagonist assay | inhibition, % at 4.4 µM | 290,000 tested, 1.1% active; in the data active = inhibition above about 16%, passing the limit was not always enough;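 note: cells stimulated with the agonist NPW; 0% = agonist with vehicle and 100% = vehicle without agonist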
# Target sequence (P48145 whole entry, looked up): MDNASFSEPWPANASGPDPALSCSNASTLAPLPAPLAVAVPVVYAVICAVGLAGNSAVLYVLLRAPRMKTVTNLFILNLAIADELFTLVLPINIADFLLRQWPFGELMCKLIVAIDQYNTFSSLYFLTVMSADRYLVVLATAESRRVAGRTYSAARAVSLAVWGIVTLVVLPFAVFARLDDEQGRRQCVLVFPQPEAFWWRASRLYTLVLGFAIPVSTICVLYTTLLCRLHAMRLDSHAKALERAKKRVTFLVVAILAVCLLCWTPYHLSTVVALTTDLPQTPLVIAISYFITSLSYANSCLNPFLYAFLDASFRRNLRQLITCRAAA
# MEKK2wt PB1 HTS = modulators of MEK5 binding to wildtype MEKK2, primary screen, biochemical, multiplex bead flow cytometry, Alexa488-MEK5. Mitogen-activated protein kinase kinase kinase 2 (Homo sapiens), Q9Y2U5. AID 1531, 2009. Alexa488-MEK5 binding to MEKK2 WT; actives lie on both sides. binding response (% of control), % at 10 µM. 290,000 tested, 1.1% active; in the data active = binding response below about 67% or above about 130%
# V1aR counter = agonists of human V1a receptor, primary screen, counter-screen for OXTR agonist project, fluorescence, CHO-V1R cells; Vasopressin V1a receptor (Homo sapiens), P37288; Fluo-8 calcium fluorescence, agonist mode; 0% DMSO, 100% 3 nM vasopressin; activation, % at 3 µM; 320,000 tested, 0.25% active; AID 2797, 2010;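 active = activation above the mean activation of all tested compounds plus 3 SD, per screening run, cut at about 20% in these data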;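 note: signal is peak over basal fluorescence ratio across a 100 second FLIPR read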
# An asterisk follows results filed as active; / = no result given; & = joins results of further samples; [ ] = another dose, or the depositor's remark.
No.	structure	OXTR agonist	MEKK2mut PB1 HTS	NALP1 inh	GalR3 antagonist	MEKK3 PB1 HTS	PHOSPHO1 block	GPR7 antag	MEKK2wt PB1 HTS	V1aR counter
1	CCOC(=O)c1cccc(NC(=O)c2ccc(NC(=O)c3ccco3)cc2)c1	0.8	1.0	-4.0	-3.2	100.0	19.8	-2.4	100.0	1.1
2	CSc1ccc(Cl)c(C(=O)N2CCOc3ccccc32)c1	-0.5	15.0	-0.2	-8.4	104.0	19.0	-3.7	107.0	0.7
3	COc1ccc(N(CC(O)CN2C(=O)NC(C)(C)C2=O)S(=O)(=O)c2ccc(C)cc2)cc1 (configuration not stated)	-0.8	1.0	-6.0	-5.0	99.0	-0.1	0.3	102.0	0.3
4	C=CCSc1nc2c(cnn2-c2ccccc2)c(=O)n1N	1.0	-22.0	/	-4.4	88.0	27.3	-10.5	93.0	0.1
5	Cc1ccc(Cn2c(=O)c3c(nc4n3CCN4Cc3ccco3)n(C)c2=O)cc1	0.0	0.0	-1.7	-6.1	108.0	-0.8	-6.7	102.0	1.0
6	CC(C)(C)NCc1cc(Br)ccc1OC1CCCC1	1.3	0.0	1.9	-9.5	98.0	-42.0	22.3*	96.0	-0.2
7	CC(Sc1cccc2cccc(C(=O)O)c12)C(=O)O (configuration not stated)	0.6	-1.0	/	-0.4	103.0	-16.2	-2.2	102.0	0.5
8	Clc1ccc(SCCOCCN2CCCCC2)cc1	-0.6	-1.0	37.5	1.0	95.0	-8.1	7.1	99.0	0.4
9	CCOC(=O)N1CCN(c2ccc(C(=O)c3cccc(F)c3)cc2)CC1	6.6	/	9.5	/	/	11.3	16.8	/	5.0
10	COc1cccc(/C=N/n2c(COc3ccccc3)n[nH]c2=S)c1	-1.8	11.0	-0.2	-10.1	104.0	28.0	1.4	101.0	0.2
11	CC(=O)Nc1ccc(S(=O)(=O)NNC(=O)C2CCCCC2)cc1	0.1	8.0	-8.5	3.3	103.0	26.5	-7.0	108.0	-0.9
12	Cc1cc(NC(=O)CCN2C(=O)/C(=C/c3ccccc3F)SC2=S)no1	1.3	0.0	-8.9	-4.9	125.0	11.2	2.2	118.0	1.3
13	Nc1nc(N2CCCCC2)nc(N(c2ccccc2)c2ccccc2)n1	-1.9	7.0	20.3	-0.4	103.0	10.1	-5.3	99.0	0.0
14	CSCCC(C(=O)NC1=NCCS1)N1C(=O)c2ccccc2C1=O (configuration not stated)	1.8	8.0	10.1	-0.2	107.0	-0.5	6.9	107.0	0.4
15	CC1(C)Cc2cccc(C(=O)Nc3ccncc3)c2O1	-0.7	-2.0	15.4	-6.9	96.0	24.6	-4.3	103.0	0.8
16	CCn1c(C)nc2cc(C(=O)N/N=C/c3ccc(N4CCOCC4)cc3)ccc21	3.3	-2.0	16.0	-6.0	100.0	-2.8	-9.0	90.0	3.1
17	COc1ccc(C(=O)CSc2nnc(CN3CCCCC3)n2-c2ccc(Cl)cc2)cc1OC	16.7	4.0	29.9	-4.1	105.0	-15.9	16.9	104.0	14.8
18	COc1ccc(NS(=O)(=O)c2cc(NC(=O)c3nc4nc(C)cc(C)n4n3)ccc2C)cc1	0.2	-2.0	-4.4	-4.0	100.0	16.1	-5.8	95.0	0.4
19	O=C(O)CCC(=O)Nc1ccc(N2CCCCCC2)cc1	0.6	/	22.7	-2.4	/	39.3	-6.6	/	1.6
20	Cc1c(NC(=O)c2cc(-c3ccc(Cl)s3)nc3ccccc23)c(=O)n(-c2ccccc2)n1C	-0.7	7.0	1.4	3.7	110.0	13.6	-7.6	112.0	0.7
21	CCN(CC)c1ccc(/C=C(\C#N)C(=O)NCc2ccccc2)cc1	2.7	-3.0	3.1	/	98.0	-1.1	2.8	94.0	2.7
22	CCn1cc(S(=O)(=O)NC(C)c2cc(OC)ccc2OC)cn1 (configuration not stated)	0.1	9.0	8.6	0.2	106.0	12.5	-12.9	111.0	0.9
23	COc1cccc(NC(=S)NC(=O)c2cccnc2)c1	0.1	8.0	-1.8	-9.6	105.0	20.1	-4.8	109.0	0.1
24	CC(C)NS(=O)(=O)c1ccc(OCC(=O)Nc2ccccc2F)cc1	1.8	1.0	3.7	5.2	103.0	-45.0	-1.7	100.0	1.2
25	CC(C(=O)Nc1nccs1)c1ccc([N+](=O)[O-])cc1 (configuration not stated)	5.7	-12.0	21.0	-0.2	86.0	17.0	36.7*	83.0	12.0
26	Cc1ccc(NS(=O)(=O)c2ccc3c(c2)oc(=O)n3C)c(C)c1	/	1.0	1.8	-6.4	99.0	23.9	7.4	101.0	/
27	CCC[C@H]1COCCS(=O)(=O)N1Cc1ccc(Br)cc1	-0.6	-1.0	10.8	/	102.0	-29.9	-6.7	103.0	-0.4
28	O=c1cc(C(F)(F)F)oc2c1ccc1ccccc12	0.4	3.0	-2.0	0.6	110.0	21.9	-5.1	103.0	1.9
29	O=C(NCc1ccc(F)cc1)Nc1ccc(Cl)cc1	0.5	-7.0	9.9	-3.3	112.0	49.8	-7.5	103.0	4.0
30	COCCNC(=S)NNC(=O)c1cc(C2CC2)nc2ccccc12	/	7.0	-4.4	-0.7	105.0	22.6	-10.6	108.0	/
31	COc1ccc(NC(=S)Nc2ccccc2)cc1	-0.2&0.3	2.0&12.0	2.0&7.2	-3.8&-7.5	105.0&91.0	29.0&5.0	-4.3&1.8	106.0&85.0	-1.1&0.4
32	COc1ccc(N2C(=O)c3ccccc3NC2c2ccc(OC)c(CSc3ccccn3)c2)cc1 (configuration not stated)	-0.5	7.0	5.0	-6.2	104.0	19.1	1.8	104.0	-0.6
33	CCCOc1ccc(-c2nnn(CC(=O)Nc3cccc(C(=O)OC)c3)n2)cc1	0.5	-2.0	0.4	-2.8	112.0	-9.4	/	110.0	-0.1
34	C=C(C)CSc1nc2c(c(=O)[nH]c(=O)n2C)n1CCC(C)C	0.0	8.0	-17.1	1.8	117.0	-11.3	-16.4	113.0	-1.5
35	COCc1nnc(NC(=O)CSc2ccccc2)s1	-1.3	-7.0	/	-2.0	89.0	-5.8	-9.9	89.0	-1.1
36	CCCc1cc(=O)oc2c3c(cc(OCC(=O)N[C@@H](CSC)C(=O)O)c12)OC(C)(C)CC3	/	16.0	10.4	-9.8	112.0	39.4	-9.0	113.0	/
37	COc1cc(Br)c(Br)c(Br)c1N	-1.6	-1.0	-0.8	-6.5	101.0	-9.9	-14.9	101.0	-0.9
38	COc1ccc(-[n+]2c(C)cc(/C=C3\Sc4ccccc4N3C)cc2C)cc1	15.0	-5.0	28.4*	81.8*	71.0*[inhibitor]	-11.0	30.9*	29.0*[inhibitor]	13.4
39	COC(=O)[C@H](CCSC)NC(=O)NCCc1ccccc1F	-0.7	3.0	4.3	-6.9	92.0	1.0	-3.7	98.0	-0.5
40	O=C(C1CCC(=O)N1Cc1cccnc1)N1CCN(c2ccc(F)cc2)CC1 (configuration not stated)	0.7	4.0	1.0	0.1	114.0	-15.4	-3.0	113.0	0.4
41	O=C(Nn1cnnc1)c1ccc(F)c(S(=O)(=O)N2CCCCC2)c1	1.2	5.0	1.5	-4.1	103.0	2.9	1.7	102.0	-0.2
42	O=C(Nn1cnnc1)c1ccccc1F	-0.3	-1.0	8.4	-11.4	96.0	13.0	5.0	93.0	-0.1
43	COc1ccc(Nc2c(-c3ccc(C)cc3)nc3cnccn23)cc1	-2.1	-2.0	2.7	3.4	112.0	4.4	16.6*	103.0	-1.9
44	CCN(CC)c1nc(-c2cccc(OC)c2O)nc2ccccc12	-1.0	-2.0	-12.7	-2.3	97.0	-8.5	-6.5	98.0	0.6
45	COC(=O)c1nn(-c2ccccc2)c(=O)cc1Oc1ccccc1	-0.1	1.0	-11.3	-3.6	102.0	1.5	-10.0	101.0	0.3
46	CS(=O)(=O)N(CC(=O)N1CCN(Cc2ccccc2)CC1)c1ccc(F)cc1	-0.3	0.0	/	-9.3	100.0	/	1.3	100.0	0.0
47	CCOc1cc2[nH]c(=O)n(CC3CCC(C(=O)NCCCOC)CC3)c(=O)c2cc1OCC (configuration not stated)	-1.4	1.0	-6.6	-3.5	100.0	20.9	-2.8	97.0	-0.5
48	CC(=O)N1N=C(c2ccccc2)CC1c1cccs1 (configuration not stated)	/	-2.0	12.9	-10.4	105.0	23.3	11.1	105.0	/
49	Cc1noc(C)c1C(=O)NC(C)c1ccc2c(c1)OCO2 (configuration not stated)	0.2	4.0	12.7	2.2	104.0	5.0	2.1	106.0	1.0
50	Cc1ccc(-n2c(-c3cccnc3)n[nH]c2=S)c(C)c1	0.7	3.0	-3.7	-3.6	101.0	60.1*	1.8	104.0	1.6
51	CC(=NCCc1ccccc1)C1=C(O)C(c2ccccc2)OC1=O (configuration not stated)	-0.3	1.0	7.6	-4.9	106.0	-16.5	-5.8	102.0	0.7
52	COCCNC(=O)C1CC(c2ccccc2[N+](=O)[O-])=NO1 (configuration not stated)	-0.4	3.0	0.1	-2.0	103.0	3.9	-16.6	104.0	0.8
53	COc1ccccc1-c1nnc(N)s1	0.4	-3.0	0.7	-5.6	94.0	1.2	-1.8	97.0	0.8
54	COC(=O)c1sc(C(F)(F)F)c(-c2ccccc2)c1S(=O)(=O)NC(C)(C)C	-1.9	16.0	9.3	-0.8	119.0	28.5	-13.2	111.0	-2.3
55	O=C(COc1ccccc1[N+](=O)[O-])N/N=C/c1ccc(O)c([N+](=O)[O-])c1	2.8	1.0	-2.6	-2.4	103.0	-94.5	-4.4	103.0	67.2*
56	O=C1C(=Cc2cccs2)C(=O)c2ccccc21	-2.8	2.0	6.2	-6.1	105.0	3.2	-4.9	109.0	0.0
57	CCOC(=O)c1sc(NC(=O)CSc2nnc(-c3ccco3)n2CC)c(C(=O)OCC)c1C	-1.2	2.0	33.7	-8.5	103.0	25.5	-10.7	98.0	-1.0
58	O=C(CN1C(=O)C(=O)c2ccccc21)c1ccccc1	0.7	3.0	4.3	2.9	104.0	23.3	-8.0	104.0	1.2
59	Cc1cccc(C(=O)NCCNC(=O)c2ccco2)c1	-0.3	-5.0	5.9	-8.7	104.0	43.5	-9.5	96.0	0.4
60	Cn1cc([N+](=O)[O-])c(C(=O)Nc2ccc(-c3nc4ccccc4[nH]3)cc2)n1	0.9	14.0	5.3	-4.6	101.0	-6.6	-0.1	121.0	0.6
61	O=C(O)Cc1ccc(O)c(O)c1	0.4	2.0	-6.0	1.8	111.0	-0.6	/	105.0	0.5
62	COc1cccc(CN2C(=O)C(C)N(C(=O)c3ccccc3)c3ccccc32)c1 (configuration not stated)	6.4	2.0	12.7	-10.8	104.0	29.9	0.1	102.0	3.5
